TCR act: Activators of T cell receptors: qHTS campaign; primary human leukocytes, anti-CD3, IL-2 HTRF, 48 h; AID 504894, 2011; 330,000 tested, under 10 active; Potency, µM (series often up to 9.22 µM), for the others: top-dose activation of IL-2 secretion, usual class: activators; further: % of control where 0% means no effect
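Compounds are tested in HTS on primary human leukocytes co-incubated with a-CD3 beads for 48 hr. IL-2 output is measured by time-resolved FRET.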
A-T KAP1 phos: qHTS Assay for Identifying a Potential Treatment of Ataxia-Telangiectasia | […] A-T fibroblasts, KAP-1 phosphorylation AlphaLISA; neocarzinostatin DNA damage 30 min before lysis | Potency, µM (titrated, usually from 57.5 µM), inactives show at the top dose activation, usual class: activators | 0.19% of 320,000 active | AID 485349, 2010; further: potency means the concentration at half of the fitted maximal effect; % of control where 0% means no effect; nearly all actives have a fitted effect of over 45% in size
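ATM-like activity read as KAP-1 phosphorylation via AlphaLISA donor/acceptor antibody pairs after lysis and 6 hr at 25C. Cells were ATM-null patient fibroblasts ([…], hTERT), dosed 60 min, then exposed to the DSB inducer NCS for 30 min.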
TRPV1 ag: HTS Assay for Compounds that Act as Agonists of the Vanilloid Receptor 1; Transient receptor potential cation channel subfamily V member 1 (Homo sapiens), Q8NER1; TRPV1-expressing cells, Fluo-8 calcium influx, agonist mode; activation, % at 8.33 µM; 0.19% of 320,000 active; AID 540275, 2011; in the data active means activation above about 80%; inconclusive means between about 30% and that limit; further: 0% is about no effect
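TRPV1-expressing cells were cultured overnight at 35.5C and loaded with Fluo-8 calcium dye for 40 to 90 min at room temperature. After a 10 s baseline, compound was added and calcium influx was read kinetically for 3 min (ex 480/em 520 nm).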
ELG1 repair inh: qHTS screen for small molecules that inhibit ELG1-dependent DNA repair in human embryonic kidney (HEK293T) cells expressing luciferase-tagged ELG1. HEK293T ELG1-luciferase reporter, luminescence, 16 h; DNA damage induced by 5-fluorouridine. Potency, µM (doses to about 46.1 µM), for inactives: at the top dose activity change, negative = inhibition, most hits filed as inhibitors. 2.3% of 330,000 active; further: potency means the concentration at half of the fitted maximal effect; on the % scale 0 is the no-effect control and ±100 the full control effect; nearly all actives have a fitted effect of over 55% in size
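Step one: seed 2,000 cells per well. Step two: pin-transfer compound or DMSO alongside 5-fluorouridine. Step three: incubate 16 hr, 37 °C, 5% CO2. Step four: add ONE-Glo, wait 30 min, read luminescence.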
hERG WT inh: qHTS for Inhibitors of KCHN2 3.1: Wildtype qHTS. Voltage-gated inwardly rectifying potassium channel KCNH2 (Homo sapiens), Q12809. U2OS, BacMam KCNH2, thallium flux FluxOr; stronger effect = lower value. activity change, % at 1.84 µM. 0.37% of 340,000 active. AID 720551, 2013;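 active means maximum activity change below -70%; inconclusive means maximum activity change between -70% and -50%; inactive means maximum activity change above -50%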; further: on the % scale 0 is the no-effect control and ±100 the full control effect
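U2OS cells transduced with wild-type KCNH2 virus are loaded with FluxOr dye for 45 min, and thallium flux is measured in kinetic reads before and after stimulation buffer. Rate constants are normalized to DMSO controls.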
TSHR antag: Antagonists of the Thyroid Stimulating Hormone Receptor: HTS campaign; Thyrotropin receptor (Homo sapiens), P16473; TSHR-expressing cells, TSH-stimulated cAMP HTRF, 2 h; stronger effect = lower value; activity change, negative = inhibition, % at 11.5 µM; 0.2% of 330,000 active; AID 504810, 2011;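 active means activity change below a set negative limit, meaning inhibition stronger than a set level, cut at about -70% in these data; inconclusive means activity change between two set negative limits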; further: on the % scale 0 is the no-effect control and ±100 the full control effect
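Competitive HTRF cAMP read-out (cryptate anti-cAMP antibody, cAMP-d2; 30 min, room temperature) in freshly harvested TSHR cells. Compounds added before TSH at EC80 (4nM final), followed by 2 hours' incubation at 37 deg C.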
Mito fusion act: qHTS Assay for Small Molecule Inhibitors of Mitochondrial Division or Activators of Mitochondrial Fusion | S. cerevisiae fusion-defective mutant growth rescue, CellTiterGlo 48 h | Potency, µM (doses to about 46.1 µM), for the others: at the top dose growth rescue (activation), most hits filed as activators | 0.23% of 320,000 active | AID 485298, 2010;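 further: potency means the concentration at half of the fitted maximal effect; % of control where 0% means no effect; nearly all actives have a fitted effect of over 45% in size; temperature-sensitive fusion mutants such as fzo1-1 at 37 °C on non-fermentable ethanol glycerol medium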
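Read-out: ATP-based luminescence (CellTiterGlo, 10 min ambient) reporting growth of fusion-defective ts yeast after 48 hours at 37C on glycerol/ethanol YPEG medium in the presence of compound.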
USP2a block: qHTS Assay for Inhibitors of Ubiquitin-specific Protease USP2a Using CHOP2 as the Reporter | 0.01% of 330,000 active | USP2 core, Ub-CHOP2 coupled fluorogenic reporter, 485/531 | Ubiquitin carboxyl-terminal hydrolase 2 (Homo sapiens), O75604 | Potency, µM (top dose mostly 38.3 µM), for inactives: at the highest dose activity change, negative = inhibition, usual class: inhibitors;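 further: potency means the concentration at half of the fitted maximal effect; plate controls were DMSO wells for no effect and full inhibition by NEM control for full effect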
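Deubiquitinase activity read as fluorescence (485/531 nm) after Ub-CHOP2 cleavage activates the enterokinase reporter on its substrate; USP2 core 10nM, Ub-CHOP2 and substrate 25nM each, 30min compound preincubation then 60min RT; data normalized to NEM, curves fitted.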
KCNH2 3.1 inh: qHTS for Inhibitors of KCHN2 3.1: Mutant qHTS | U2OS KCNH2 3.1, thallium flux FluxOr; stronger effect = lower value | activity change, % (tested at about 1.8 µM) | 0.95% of 340,000 active;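 active means maximum activity change below -70%; inconclusive means maximum activity change from -70% to -50%; inactive means maximum activity change above -50%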;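 further: thallium influx rate constant from kinetic fluorescence after stimulation buffer; on the % scale 0 is the no-effect control and ±100 the full control effect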
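FluxOr-based Tl+ influx in U2OS cells transduced with KCNH2 3.1 virus; rate constants normalized to DMSO controls.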
Eya2 inh: qHTS Assay for Inhibitors of the Phosphatase Activity of Eya2; Protein phosphatase EYA2 (Homo sapiens), O00167; recombinant Eya2, OMFP fluorescence dephosphorylation (OMFP is methylfluorescein phosphate); Potency, µM (top dose mostly 76.9 µM), for inactives: top-dose activity, negative = inhibition, hits mostly inhibitors; 0.006% of 330,000 active; further: potency means the concentration at half of the fitted maximal effect; on the % scale 0 is the no-effect control and ±100 the full control effect
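Eya2 protein (added as 0.2 uM solution) was preincubated with compound for 10 min at ambient temperature in 50 mM HEPES pH 7.5, 50 mM NaCl, 5 uM MgCl2, 0.05% BSA, 1 mM DTT. OMFP (added at 50 uM) then reacted 10 min; fluorescence read at 485/525 nm.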
Numbers without * were called inactive; ? = inconclusive; . = no result given; & = joins results of further samples; [ ] = remark or other dose. Unless noted, the call rests on the fitted dose curve; in most records, active means well fitted curve in the direction sought with a large enough effect; inconclusive means small, poorly fitted or top-dose-only effect, or another doubt; inactive means no such curve, though single readings can be large; an effect the other way counts as inactive or inconclusive. An excerpt; the hit share may differ from the screen's.

SMILES	TCR act	A-T KAP1 phos	TRPV1 ag	ELG1 repair inh	hERG WT inh	TSHR antag	Mito fusion act	USP2a block	KCNH2 3.1 inh	Eya2 inh
CCOC(=O)C1CCCN(c2c(Nc3cccc(C)c3)c(=O)c2=O)C1 (configuration not stated)	10%	4%	.	0%	1	3	-2%	2%	14	7%
O=C(NNC(=O)c1ccccc1[N+](=O)[O-])c1ccco1	-8%	1%	4	-2%	3	5	-3%	-1%	-6	-20%
CC(CCc1ccccc1)NC(=O)CCNC(=O)c1ccccc1Cl (configuration not stated)	-3%	11%	.	-11%	3	-7	.	-1%	5	-33%
CC1CCC2(CC1)NC(=O)N(CC(=O)N1c3ccccc3CC1C)C2=O (configuration not stated)	-5%	20%	.	0%	-8	-6	.	1%	1	4%
COCCCNCCCOc1ccc(C)cc1Br	6%[46.1 µM]	-5%	5	15%	18	9	1%	?	9	-2%
Cc1cc(N=CC2=C(O)CCCC2=O)no1	3%	3%	-2	0%	-3	1	-5%	-2%	1	9%
O=C(/C=C/c1ccc([N+](=O)[O-])cc1)OCC(=O)c1ccc[nH]1	4%	6%	.	?	0	.	.	4%	3	8%
O=C(O)c1cccc(-n2c(-c3cnccn3)n[nH]c2=S)c1	2%	0%	2	7%	5	5	-17%	0%	4	-2%
CCCC[n+]1ccn(C2=C([O-])c3ccccc3C(=O)/C2=N\S(=O)(=O)c2ccccc2)c1	0%	2%	-2	?	-1	27	-2%	0%	6	25%
CS(=O)(=O)N1CCN=C1SCc1cccc(F)c1	2%	0%	0	16%	-20	-2	2%	2%	0	2%
COCCCNC(=O)/C(C#N)=C1\N=C(NC(=O)c2cccs2)c2ccccc21	3%	4%	4	-8%	-1	-11	1%	3%	1	19%
CCC(=O)Nc1c2c(nn1-c1ccccc1C)CSC2	1%[46.1 µM]	3%	-2	5%	-7	0	-2%	0%	4	-1%
COc1ccc(C(=O)Nc2ccc(-n3nncc3C(C)(C)C)cc2)cc1	5%	-3%	-6	.	-15	-14	8%	3%	10	-11%
COc1ccccc1N1CCN(Cc2cc3c(cc2[N+](=O)[O-])OCO3)CC1	5%	0%	5	-7%	0	-11	0%	1%	1	-27%
COc1ccc(NC(=O)CO/N=C(\C)c2cccs2)cc1	-1%	-1%	-4	13%	6	5	-3%	-1%	.	5%
CCCCOc1ccccc1C(=O)NCC(=O)O	0%	-3%	-2	4%	-11	-1	1%	-2%	1	17%
NNC(=O)c1nc(Cl)c(Cl)c(N)c1Cl	2%	-11%	-1	-5%	4	-5	3%	6%	-5	1%
COc1ccccc1CNS(=O)(=O)c1cccc(S(=O)(=O)N2CCOCC2)c1	13%	1%	19	13%	20	-3	-1%	1%	-9	-19%
NCCCCCC(=O)O	-8%	-7%	3	12%	3	33&5	?	-2%	0	0%&-18%
COC(=O)/C=C1/N/C(=N\c2nc(C)cc(C)n2)N(c2ccccc2)C1=O	1%[46.1 µM]	-12%	-8	-8%	4	-5	-8%	3%	-9	4%
CSc1ccccc1OCc1cc(C(=O)N(C)Cc2cc(C)[nH]n2)no1	2%	22%	?	23%	7	-3	1%	-2%	-16	-5%
CC1CN(CCCCOc2ccc(F)cc2)CC(C)O1 (configuration not stated)	-2%	0%	0	7%	15	-5	11%	0%	1	-3%
Cc1ccc(-c2nc(C3CCCN(S(=O)(=O)c4ccc(C)cc4)C3)no2)cc1 (configuration not stated)	-6%	21%	.	?	-15	-21	3%	3%	3	7%
COC(=O)CSc1nc2nc(C)cc(C)n2n1	3%	-3%	1	15%	0	0	1%	1%	5	0%

A stretch from further up, as a working copy:
SMILES	TCR act	A-T KAP1 phos	TRPV1 ag	ELG1 repair inh	hERG WT inh	TSHR antag	Mito fusion act	USP2a block	KCNH2 3.1 inh	Eya2 inh
Cc1ccc(-c2nc(C3CCCN(S(=O)(=O)c4ccc(C)cc4)C3)no2)cc1 (configuration not stated)	-6%	21%	.	?	-15	-21	3%	3%	3	7%
COC(=O)CSc1nc2nc(C)cc(C)n2n1	3%	-3%	1	15%	0	0	1%	1%	5	0%

Carrying on.
SMILES	TCR act	A-T KAP1 phos	TRPV1 ag	ELG1 repair inh	hERG WT inh	TSHR antag	Mito fusion act	USP2a block	KCNH2 3.1 inh	Eya2 inh
COc1cc(NS(=O)(=O)c2ccc(NC(=O)c3cccs3)cc2)nc(OC)n1	0%	-5%	-3	13%	-21	-7	-3%	-1%	-5	8%
O=C(O)CCSC(=S)N1CCOCC1	2%	-3%	-1	-11%	-22	-2	-4%	0%	-6	2%
COC(=O)c1cc2c(s1)-c1ccccc1OC2	-3%	?	.	?	11	-10	0%	2%	1	-4%
O=C(CSc1ncnc2c1cnn2-c1ccccc1)NC1CCCC1	-11%	11%	17	?	-4	2	-4%	0%	-3	4%
CCCNC(=O)COc1nc2ccccc2nc1N1CCOCC1	1%[46.1 µM]	11%	3	-1%	1	0	-5%	6%	3	0%
COc1ccccc1N1CCN(CC(O)COc2ccc(C)cc2C)CC1 (configuration not stated)	15%	7%	0	-13%	2	4	-8%	1%	-6	10%
N#Cc1nc(COc2ccc(F)cc2)oc1N1CCC(Cc2ccccc2)CC1	4%	0%	3	-16%	20	-3	13%	0%	-42	-10%
NS(=O)(=O)c1ccc(N=Nc2ccc(=O)[nH]c2O)cc1	6%	-1%	0	28%	0	-7	-36%	-4%	0	18%
CCOC(=O)N1CCN(C(=O)c2ccc3c(=O)n(CCc4ccccc4)c(=O)[nH]c3c2)CC1	.	-1%	6	-14%	-2	0	1%	-1%	3	-2%
CCN(CC)CCNC(=O)c1cc(-c2ccc(Br)s2)nc2ccccc12	4%	12%	9	?	-46	-1	-52%[inhibitor]	-5%	?	-10%
CC(c1ccccc1)n1c(CCCO)nc2ccccc21 (configuration not stated)	13%	12%	?	-4%	-3	-3	-1%	1%	-6	-2%
COc1cccc(/C=C2\SC(=O)N(CC(=O)NCCCn3ccnc3)C2=O)c1	2%	2%	-2	?	1	17	-4%	1%	19	5%
COc1cccc(CN2CC(C(=O)N(C)Cc3nc4ccc(F)cc4[nH]3)CCC2=O)c1 (configuration not stated)	10%	6%	1	?	21	15	-3%	7%	10	1%
CCCCN(CCCC)CCCNC(=O)C12CN(Cc3ccccc3)CC1C(c1cccc([N+](=O)[O-])c1)=NO2 (configuration not stated)	10%	8%	1	-1%	-76*	30	4%	-7%	-87*	-34%
Cc1ccc(NC(=O)Cc2ccsc2)cc1S(=O)(=O)N1CCOCC1	-7%[46.1 µM]	37%	.	-18%	-7	-8	.	1%	-13	5%
Cc1ccc(/C=N\NC(=O)c2cncc(Br)c2)o1	5%[46.1 µM]	-1%	-1	9%	-4	-5	3%	-4%	2	6%
Cc1ccc(S(=O)(=O)N2CCOCC2)cc1NC(=O)COC(=O)/C=C/c1ccco1	-1%	-5%	.	?	12	.	.	-6%	14	-4%
O=S1(=O)CCN2C=C(Br)C=C(Br)C2=N1	.	2%	0	-4%	.	12	-7%	0%	7	7%
CCC(=O)Nc1cc2nn(-c3ccccc3)nc2cc1Cl	3%	11%	-2	?	-1	11	13%	1%	-6	5%
COc1cccc(CN2CCN(C(=O)c3ccc(-c4ccccc4)cc3)CC2)c1OC	2%	2%	10	18µM*	-3	-1	8%	0%	8	-11%
Cc1c(S(=O)(=O)N2CCN(C(=O)c3ccco3)CC2)c(=O)n(C)c(=O)n1C	6%	-4%	1	5%	15	-3	0%	1%	5	20%
CCOC(=O)C(C)(C)N(Cc1cccc(C)c1)S(=O)(=O)c1ccc(Cl)c([N+](=O)[O-])c1	-1%[46.1 µM]	-5%	8	11%	-4	-8	?	-14%	6	-12%
O=C(NCCNS(=O)(=O)c1ccc(C(F)(F)F)cc1)N1CCOCC1	6%	-12%	3	0%	-5	5	0%	7%	-14	?
Clc1ccccc1-c1nnc2sc(-c3ccc4c(c3)OCO4)nn12	-6%	-5%	24	0%	-7	-6	5%	0%	-8	1%
CC(C)(C)Nc1nc(N)nc(Cl)n1	12%	1%	1	19%	9	63	1%	-2%	21	-9%
COc1cccc(C(=O)C2CCCN(Cc3cn[nH]c3C3CCCCC3)C2)c1 (configuration not stated)	0%	-7%	4	3%	21	3	-2%	-1%	-1	4%
CC(C)(C)c1cc(CP(=O)(c2ccccc2)c2ccccc2)cc(C(C)(C)C)c1O	.	13%	20	-23%	?	-2	-17%	-13%	-18	-13%
COc1ccc(Cn2c(C)cc3c(c2=O)C(c2cccs2)C(C#N)=C(N)O3)cc1OC (configuration not stated)	-1%	0%	2	9%	-28	-7	-2%	7%	2	5%

Source: PubChem (National Center for Advancing Translational Sciences (NCATS))
